B2AR arrestin ag: agonists recruiting beta-arrestin to human beta2-adrenergic receptor. P07550. HTLA Tango cells, beta-arrestin recruitment, luciferase luminescence, 18 h. Potency, µM (series often up to 46.1 µM), inactives show at the top dose activation, hits mostly activators. 44,000 tested, under 10 active;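 note: potency is the fitted concentration of half-maximal effect; 0% = DMSO and full agonism = EC100 isoproterenol or metaproterenol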
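Receptor–beta-arrestin recruitment read by tTA-responsive luciferase: compound titrations (up to 46 µM) incubated 18 h with Tango cells, then luminescent substrate 15 min at room temperature. Concentration-response fits classified by r2, efficacy and activity.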
p53null 39C kill: kills p53 null cells at the nonpermissive temperature | H1299 p53-null (neo) cells, 39C, ATPlite viability, 24 h | Potency, µM (series often up to 46.1 µM), inactives show at the top dose activity, negative = cell killing, actives largely listed as cytotoxic | 0.97% of 55,000 active | AID 904;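 note: potency is the fitted concentration of half-maximal effect; 0% = DMSO only and -100% = full killing by 100 µM tamoxifen; nearly all actives have a fitted effect of over 50% in size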
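H1299 lung cancer cells, p53-null (H1299-neo) or expressing p53 A138V (H1299-p53A138V), were plated overnight at 37C, then exposed to compounds at up to 46 uM for 24 hr at 39C. Viability was read by ATP-based luminescence.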
PTAP-TSG101 blk: inhibitors of HIV-1 PTAP binding to human TSG101, validation; 44,000 tested, under 10 active; AID 1347069; Fluorescence polarization, FITC-PTAP peptide/Tsg101, 20 min; Q99816; Potency, µM (highest dose often 115 µM), for the others: at the highest dose activity change, negative = inhibition, actives largely listed as inhibitors; note: potency is the fitted concentration of half-maximal effect; 0% is about no effect
Target sequence (Q99816 whole entry, looked up): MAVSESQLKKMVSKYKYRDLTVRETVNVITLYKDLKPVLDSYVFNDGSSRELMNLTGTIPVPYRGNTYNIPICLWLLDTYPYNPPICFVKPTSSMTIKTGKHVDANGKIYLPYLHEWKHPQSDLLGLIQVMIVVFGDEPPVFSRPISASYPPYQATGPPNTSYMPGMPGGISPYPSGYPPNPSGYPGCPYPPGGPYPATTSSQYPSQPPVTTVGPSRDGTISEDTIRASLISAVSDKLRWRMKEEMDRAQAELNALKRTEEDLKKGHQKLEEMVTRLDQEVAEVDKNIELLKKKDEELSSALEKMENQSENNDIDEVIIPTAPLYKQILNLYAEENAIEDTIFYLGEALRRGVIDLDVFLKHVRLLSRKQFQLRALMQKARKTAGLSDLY
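The Tsg101 binding domain, at 10 uM final, is mixed with compound and a FITC peptide bearing the PTAP motif (50 nM final). After 20 min at r.t., polarization is measured; actives defined by CRC class, efficacy cut-off 60% inhibition.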
NTMT1 inh: blocks human N-terminal methyltransferase 1 activity; Q9BV86; NTMT1 MTase-Glo SAH luminescence, purified enzyme; Potency, µM (top dose mostly 114 µM), for the others: at the highest dose activity change, negative = inhibition, usual class: inhibitors; 2.5% of 59,000 active;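 note: potency is the fitted concentration of half-maximal effect; plate controls were DMSO vehicle for no effect and no enzyme for full effect; nearly all actives have a fitted effect of over 65% in size; many of its hits are not listed in these tables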
Target sequence (Q9BV86 whole entry, looked up): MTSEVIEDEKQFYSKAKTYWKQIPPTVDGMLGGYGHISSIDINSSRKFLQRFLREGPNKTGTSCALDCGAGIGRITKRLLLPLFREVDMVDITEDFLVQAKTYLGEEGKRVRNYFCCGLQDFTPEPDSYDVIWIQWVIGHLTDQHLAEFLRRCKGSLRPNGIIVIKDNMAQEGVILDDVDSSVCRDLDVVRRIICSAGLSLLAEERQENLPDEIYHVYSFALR
GALK inh: GALK (human) enzyme inhibition; P51570; recombinant GALK, Kinase-Glo ATP luminescence, 1 h; Potency, µM (highest dose often 57.5 µM), inactives show at the highest dose activity, negative = inhibition, usual class: inhibitors; 44,000 tested, under 10 active;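 note: plate controls were full GALK reaction for no effect and reaction lacking GALK for full effect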
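5 nM GALK with 35 µM ATP and 100 µM galactose in HEPES pH 8.0, MgCl2, NaCl, DTT, BSA; 1 h RT reaction, remaining ATP detected by Kinase-Glo Plus luminescence after 10 min; qHTS concentration series.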
FH mod: Identification of activators of human fumarate hydratase by quantitative high-throughput screening. Potency, µM (highest dose often 79.9 µM), inactives show at the highest dose activity change, negative = inhibition, hits mostly inhibitors. Fumarate hydratase, mitochondrial (Homo sapiens), P07954. FH coupled MDH/diaphorase resazurin fluorescence, 15 min. 0.22% of 54,000 active; note: potency is the fitted concentration of half-maximal effect; % is set by controls: 0 for no effect and ±100 for the full control effect; the screen sought activators but most active calls are inhibition curves; nearly all actives have a fitted effect of over 45% in size
p53null 32C kill: selectivity test: cytotoxicity in p53 null cells, permissive temperature; Potency, µM (series often up to 46.1 µM), inactives show at the top dose activity change, negative = cytotoxicity, most hits filed as cytotoxic; 0.62% of 55,000 active; H1299-neo p53 null cells, ATP luminescence, 24 h, 32C;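 note: potency is the fitted concentration of half-maximal effect; 0% = DMSO only and -100% = full killing by 100 µM tamoxifen; nearly all actives have a fitted effect of over 55% in size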
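AC50 values derive from Hill modelling of qHTS concentration-response data (up to 46 uM) in H1299-neo cells. Cells were treated 24 h at 32C following overnight attachment at 37C; viability was read as cellular ATP.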
* marks the source's active call; other numbers are inactive results; u = inconclusive; x = no result given; [ ] = another dose, or the depositor's remark. Calls come from the whole dose curve; as a rule, active = well fitted curve in the direction sought with a large enough effect; inconclusive = small, poorly fitted or top-dose-only effect, or another doubt; inactive = no such curve, though single readings can be large; an effect the other way counts as inactive or inconclusive. The list is partial. The share of hits here may be higher or lower than overall.

1	COc1cc2c(cc1NC(=O)C(C)Oc1ccc(Cl)cc1Cl)oc1ccccc12 (configuration not stated)
2	CCn1cc2nc(SCc3cccc(Cl)c3)n(Cc3ccc(C)cc3)c(=O)c2n1
3	Cn1c(/C(C#N)=C/c2ccc(C(F)(F)F)cc2)nc2ccccc21
4	CCOC(=O)C1=C(CN2CCN(c3cc(C)ccc3C)CC2)NC(=O)NC1c1ccccc1 (configuration not stated)
5	Cc1ccc2c(=O)cc(CSCC(=O)Nc3nnc(C)s3)[nH]c2c1
6	CCN(CC)CCCNC(=O)CSc1nc2nc(C)c(Cc3ccccc3C)c(C)n2n1

Assay by compound | 1 | 2 | 3 | 4 | 5 | 6
FH mod | -6.8% | u | 3.5% | -28.2% | -13.1% | -5.7%
p53null 39C kill | -6.6% | -21.6% | 13.1% | -13.4% | 3.3% | -16.9%
PTAP-TSG101 blk | 1.4% | 2.6% | 1.9% | -0.2% | 0.3% | -7.2%
GALK inh | 6.5% | 5.4% | 1.7% | 0.5% | 3.8% | 5.4%
B2AR arrestin ag | -0.4% | 0.5% | 0.1% | 0.8% | 0.4% | -1.8%
NTMT1 inh | 11.6% | 4.5% | -10.7% | -9.3% | 0.4% | -8.1%
p53null 32C kill | -3.1% | 29.5% | 16.7% | -3.8% | -2.3% | -1.1%

7	CC(C)c1ccc(C2N3CC4(C)CN2CC(c2ccccc2)(C3)C4=O)cc1 (configuration not stated)
8	CCCCN(CC)CCNC(=O)Cn1cnc2sc(C)c(S(=O)(=O)N3CCC(C)CC3)c2c1=O
9	Cc1ccc(-n2c(=O)c3sc4ccccc4c3n(C)c2=O)cc1F
10	CCc1ccccc1NC(=O)Nc1cc(C(=O)NCc2ccccc2OC)ccc1N1CCCC1
11	COc1ccc(NC(=O)N2CCc3c([nH]c4ccc(OC)cc34)C2c2ccc(OC)cc2)cc1 (configuration not stated)
12	CCCCN(CC)CCCNC(=O)c1ccc2c(c1)N(Cc1ccc(C)cc1)C(=O)c1ccccc1S2

Assay by compound | 7 | 8 | 9 | 10 | 11 | 12
FH mod | -12.4% | -1.4% | -4.1% | 2.5% | u | -15.7%
p53null 39C kill | 2.9% | 3.8% | 0.2% | -20.6% | 15.9% | 5.6%
PTAP-TSG101 blk | 2.2% | -5.3% | 0.1% | 1.4% | 0.5% | -0.3%
GALK inh | -1.7% | -1.9% | -0.6% | -2.1% | u | -6.8%
B2AR arrestin ag | -0.7% | 1.0% | -2.2% | -0.6% | -0.4% | -1.8%
NTMT1 inh | 10.2% | -28.4% | 1.4% | 12.4% | 14.4% | -27.9%
p53null 32C kill | 1.4% | 2.4% | 0.2% | -1.7% | -0.5% | -8.6%

Ordered by SMILES length (rising): 4 of the compounds above.
1	COc1cc2c(cc1NC(=O)C(C)Oc1ccc(Cl)cc1Cl)oc1ccccc12 (configuration not stated)
6	CCN(CC)CCCNC(=O)CSc1nc2nc(C)c(Cc3ccccc3C)c(C)n2n1
11	COc1ccc(NC(=O)N2CCc3c([nH]c4ccc(OC)cc34)C2c2ccc(OC)cc2)cc1 (configuration not stated)
12	CCCCN(CC)CCCNC(=O)c1ccc2c(c1)N(Cc1ccc(C)cc1)C(=O)c1ccccc1S2

Assay by compound | 1 | 6 | 11 | 12
FH mod | -6.8% | -5.7% | u | -15.7%
p53null 39C kill | -6.6% | -16.9% | 15.9% | 5.6%
PTAP-TSG101 blk | 1.4% | -7.2% | 0.5% | -0.3%
GALK inh | 6.5% | 5.4% | u | -6.8%
B2AR arrestin ag | -0.4% | -1.8% | -0.4% | -1.8%
NTMT1 inh | 11.6% | -8.1% | 14.4% | -27.9%
p53null 32C kill | -3.1% | -1.1% | -0.5% | -8.6%

Compound profiles (already shown). Screens in order: FH mod	p53null 39C kill	PTAP-TSG101 blk	GALK inh	B2AR arrestin ag	NTMT1 inh	p53null 32C kill
`CCCCN(CC)CCNC(=O)Cn1cnc2sc(C)c(S(=O)(=O)N3CCC(C)CC3)c2c1=O` in the list: -1.4%	3.8%	-5.3%	-1.9%	1.0%	-28.4%	2.4%
`Cc1ccc(-n2c(=O)c3sc4ccccc4c3n(C)c2=O)cc1F` in the list: -4.1%	0.2%	0.1%	-0.6%	-2.2%	1.4%	0.2%

(cont.)
13	COc1cc(OC)c(NS(=O)(=O)c2cc3c(cc2C)N(C(C)=O)CCO3)cc1Cl
14	COc1ccc(C2CC(=O)c3cc(-c4nc(-c5ccc(Cl)cc5)cs4)c(=O)[nH]c3C2)cc1 (configuration not stated)
15	O=C(NC1CCCCC1)c1ccc(CSc2nc3cccnc3n2Cc2ccc(F)cc2)cc1
16	CCc1ccc(OCC(=O)N(Cc2ccc(C)o2)C2CCS(=O)(=O)C2)cc1 (configuration not stated)
17	COCCCNc1nc(NCc2ccc(C)cc2)c2cnn(C)c2n1
18	O=C(CCCn1c(=O)c2cccn2c2cccnc21)NCc1ccccc1Br

Assay by compound | 13 | 14 | 15 | 16 | 17 | 18
FH mod | -2.6% | -16.5% | -2.9% | -9.5% | 5.5% | 8.4%
p53null 39C kill | 3.2% | 10.2% | -1.4% | 11.6% | -14.9% | -23.1%
PTAP-TSG101 blk | 1.2% | 1.8% | -4.4% | -3.6% | -5.7% | -3.1%
GALK inh | 0.0% | 6.5% | 0.8% | 4.0% | 1.4% | 0.7%
B2AR arrestin ag | 0.6% | 0.0% | -0.9% | -0.7% | 0.4% | 0.2%
NTMT1 inh | -1.6% | 7.2% | -2.8% | -6.3% | 3.3% | -25.0%
p53null 32C kill | -6.3% | 4.3% | 2.2% | 3.7% | 4.7% | 1.3%

As entered above.
COc1cc(OC)c(NS(=O)(=O)c2cc3c(cc2C)N(C(C)=O)CCO3)cc1Cl @ p53null 39C kill: 3.2%
CCc1ccc(OCC(=O)N(Cc2ccc(C)o2)C2CCS(=O)(=O)C2)cc1 (configuration not stated) @ GALK inh: 4.0%
O=C(CCCn1c(=O)c2cccn2c2cccnc21)NCc1ccccc1Br @ NTMT1 inh: -25.0%

Additional structures follow:
19	CCOc1ccc(CCNC(=O)c2ccc(CS(=O)(=O)Cc3ccccc3Cl)o2)cc1OCC
20	CCOC(=O)c1ccc(N2C(=O)c3n[nH]c(C)c3C2c2ccc(O)c(OC)c2)cc1 (configuration not stated)
21	COc1cccc(NC(=O)Cn2c(=O)n(-c3ccccc3)c(=O)c3ccc(C(=O)NCc4ccc5c(c4)OCO5)cc32)c1
22	CCc1cccc(C)c1NC(=O)C(CC)Sc1nc2ccncc2[nH]1 (configuration not stated)
23	Cc1ccc(C(=O)Nc2ccccc2C(=O)OCc2cc(=O)n3nc(C(C)C)sc3n2)cc1
24	CCCCOc1ccc(C2C(C(=O)Nc3ccccc3OC)=C(C)Nc3nnnn32)cc1OC (configuration not stated)
25	CCOc1ccc(NC(=O)Cn2nnc(-c3nc(-c4ccncc4)no3)c2N)cc1
26	N=c1n(CCO)c2ccccc2n1CCOc1ccc(F)cc1

Assay by compound | 19 | 20 | 21 | 22 | 23 | 24 | 25 | 26
FH mod | -4.1% | -14.1% | -0.4% | -13.9% | -20.0% | -0.4% | 3.0% | x
p53null 39C kill | 28.7% | 11.1% | 14.2% | -7.3% | -15.9% | -15.0% | -6.0% | -2.5%
PTAP-TSG101 blk | -10.5% | 1.0% | -0.5% | -4.1% | -5.0% | 0.9% | -2.6% | -2.1%
GALK inh | 1.0% | -0.4% | 0.0% | -2.9% | 3.3% | 1.6% | 1.8% | 0.0%
B2AR arrestin ag | -1.9% | 0.7% | 1.0% | -3.3% | -0.8% | -0.5% | 0.0% | 0.5%
NTMT1 inh | 0.3% | -10.1% | 8.4% | 34.1%[activator] | 3.2% | -9.8% | -21.8% | x
p53null 32C kill | 0.8% | 5.4% | 23.4% | -10.0% | -1.8% | -7.0% | -4.3% | -2.1%

Bioassay records from PubChem.
